High-throughput results deposited in PubChem BioAssay by National Center for Advancing Translational Sciences (NCATS).
HTT aggregate = qHTS Multiplex Assay to Identify Dual Action Probes in a Cell Model of Huntington: Aggregate Formation (GFP). 220,000 compounds, 1.1% hits. Potency, µM (titrated, usually from 46.1 µM), for inactives: top-dose activity change, negative = inhibition, hits mostly inhibitors. AID 1688, 2009. PC12 HttQ103-GFP aggregates, Acumen cytometry, 40 h; further: potency means the concentration at half of the fitted maximal effect; on the % scale 0 is the no-effect control and ±100 the full control effect; nearly all actives have a fitted effect of over 60% in size
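Inducible Q103 Huntingtin exon 1–GFP PC12 line, 1500 cells/well in phenol red free DMEM with 5% equine and 5% calf serum. Tebufenozide 100 nM induced expression; compounds titrated; aggregates quantified by cytometry.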
Epigenetic reg = Quantitative High-Throughput Screen for Regulators of Epigenetic Control; murine LDR cells, GFP reporter derepression, 30 h; 280,000 compounds, 0.2% hits; AID 1865, 2009; Potency, µM (series often up to 53.9 µM), without a hit: top-dose GFP activation, most hits filed as activators; further: potency means the concentration at half of the fitted maximal effect; % of control where 0% means no effect; nearly all actives have a fitted effect of over 60% in size
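GFP-positive cell count by laser-scanning cytometry (objects 20–120 um) after 30 h, 37 C compound exposure of murine LDR cells; reporter is CMV-GFP integrated at a silenced locus, inducible by HDAC or DNMT inhibitors.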
CBFb-RUNX1 inh = qHTS Assay for Compounds Blocking the Interaction Between CBF-beta and RUNX1 for the Treatment of Acute Myeloid Leukemia; Runt-related transcription factor 1 (Homo sapiens) + Core-binding factor subunit beta …; AlphaScreen CBFb-His/RUNX1-biotin binding, biochemical; Potency, µM (top dose mostly 59.8 µM), for the others: top-dose activity, negative = inhibition, hits mostly inhibitors; 230,000 tested, under 10 active; AID 1477, 2009; further: % of control where 0% means no effect
Target sequence (Q01196 whole entry, looked up): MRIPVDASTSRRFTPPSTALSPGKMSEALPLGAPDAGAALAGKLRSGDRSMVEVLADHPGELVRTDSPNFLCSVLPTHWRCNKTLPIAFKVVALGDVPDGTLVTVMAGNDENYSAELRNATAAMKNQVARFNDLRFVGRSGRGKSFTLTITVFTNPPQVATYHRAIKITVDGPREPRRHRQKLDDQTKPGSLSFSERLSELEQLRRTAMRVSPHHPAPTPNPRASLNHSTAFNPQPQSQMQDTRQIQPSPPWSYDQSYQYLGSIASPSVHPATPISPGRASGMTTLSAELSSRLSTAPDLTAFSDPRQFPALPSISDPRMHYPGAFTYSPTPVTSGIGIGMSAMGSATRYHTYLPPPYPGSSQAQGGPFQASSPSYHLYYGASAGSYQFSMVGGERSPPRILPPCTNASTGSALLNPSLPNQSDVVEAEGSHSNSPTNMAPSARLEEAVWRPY
Target sequence (Q13951 whole entry, looked up): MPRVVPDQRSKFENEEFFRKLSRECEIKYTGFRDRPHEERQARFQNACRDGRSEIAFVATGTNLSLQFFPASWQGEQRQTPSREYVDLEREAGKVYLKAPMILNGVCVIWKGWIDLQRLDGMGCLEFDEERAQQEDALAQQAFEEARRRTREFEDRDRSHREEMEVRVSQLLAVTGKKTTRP
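AlphaScreen binding: CBFb-His and RUNX1-biotin (30 nM each) preincubated 20 min, compound added for 15 min, then nickel and streptavidin beads for 90 min, all at room temperature. Disruption of the interaction by any mechanism counts as activity.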
NPSR antagonist = qHTS Assay for Antagonists of the Neuropeptide S Receptor: cAMP Signal Transduction; AID 1461, 2008; 220,000 compounds, 1% hits; CHO-NPSR cells, cAMP TR-FRET, antagonist mode; Potency, µM (doses to about 38.3 µM), inactives show at the highest dose activity change, negative = inhibition, hits mostly inhibitors; Q6W5P4; further: potency means the concentration at half of the fitted maximal effect; on the % scale 0 is the no-effect control and ±100 the full control effect; nearly all actives have a fitted effect of over 50% in size; many of its hits are not listed in these tables
Target sequence (Q6W5P4 whole entry, looked up): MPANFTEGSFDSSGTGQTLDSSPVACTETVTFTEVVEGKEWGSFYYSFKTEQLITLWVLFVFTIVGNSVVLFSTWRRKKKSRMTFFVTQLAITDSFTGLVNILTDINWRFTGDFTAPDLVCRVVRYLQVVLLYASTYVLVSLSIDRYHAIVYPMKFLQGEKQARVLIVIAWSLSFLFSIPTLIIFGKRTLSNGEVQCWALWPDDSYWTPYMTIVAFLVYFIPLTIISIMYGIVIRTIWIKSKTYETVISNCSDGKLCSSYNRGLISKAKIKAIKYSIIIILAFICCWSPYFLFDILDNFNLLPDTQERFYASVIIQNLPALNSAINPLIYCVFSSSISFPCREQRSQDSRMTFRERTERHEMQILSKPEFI
KinaseGlo FLuc = Counterscreen for Luciferase (Kinase-Glo TM) Inhibition; AID 1379, 2008; Luciferin 4-monooxygenase (Photuris pensylvanica), Q27757; Kinase-Glo luciferase, ATP luminescence, 8 min; Potency, µM (doses to about 38.3 µM), inactives show top-dose activity change, negative = inhibition, actives largely listed as inhibitors; 200,000 compounds, 0.28% hits; further: potency means the concentration at half of the fitted maximal effect; on the % scale 0 is the no-effect control and ±100 the full control effect; nearly all actives have a fitted effect of over 60% in size
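Recombinant Kinase-Glo luciferase, 10 uM ATP (linear range), luciferin; imidazole pH 7.2 / KCl / MgCl2 / Tween / BSA buffer; 8 min RT; luminescence.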
IMPase Li inh = qHTS Assay for Identifying the Cell-Membrane Permeable IMPase Inhibitors: Potentiation with Lithium; Potency, µM (highest dose often 59.4 µM), inactives show top-dose activity, negative = IMPase inhibition, actives largely listed as inhibitors; AID 1457, 2008; 210,000 compounds, 0.35% hits; CHO-M1 cells, IP1 TR-FRET (IP-One), carbachol + lithium;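 further: IP1 builds up when IMPase is blocked and the TR-FRET signal falls; potency means the concentration at half of the fitted maximal effect; plate controls were basal vehicle for no effect and high inhibitor control for full effect; nearly all actives have a fitted effect of over 50% in size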
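Concentration–response in CHO-M1 cells, lithium-potentiated; 30 min at 37C. IP1 detected by competitive TR-FRET after 10 min lysis at RT. Hill-fitted AC50.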
LMNA splice mod = qHTS Assay for Modulators of Lamin A Splicing | 200,000 compounds, 0.01% hits | HeLa LMNA splicing GFP/RFP minigene ratio, 48 h | AID 1487, 2009 | Potency, µM (doses to about 46.1 µM), without a hit: top-dose ratio change, negative = inhibition, usual class: inhibitors; active means well fitted inhibition curve with a large enough effect in the signal ratio, with a control signal flat, not every such curve was filed as active; inconclusive means small, poorly fitted or top-dose-only effect, or effect the other way, or a change in a side signal; the % refers to the signal ratio; further: potency means the concentration at half of the fitted maximal effect; on the % scale 0 is the no-effect control and ±100 the full control effect
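S3 HeLa cells stably expressing lamin A-EGFP splicing minigene plus DsRed2, 600 cells/well, 48 h compound exposure at 37C. Laser-scanning cytometry; analysed as GFP (500-530 nm)/RFP (575-640 nm) total intensity ratio; 0.5% DMSO vehicle.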
* = called active by the depositor; ? = inconclusive; . = not tested or not shown; & = joins results of further samples; [ ] = another dose, or the depositor's remark. Unless noted, the call rests on the fitted dose curve; in most records, active means well fitted curve in the direction sought with a large enough effect; inconclusive means small, poorly fitted or top-dose-only effect, or another doubt; inactive means no such curve, though single readings can be large; an effect the other way counts as inactive or inconclusive. An excerpt; count on the stated rates, not on these rows.

SMILES | HTT aggregate | Epigenetic reg | CBFb-RUNX1 inh | NPSR antagonist | KinaseGlo FLuc | IMPase Li inh | LMNA splice mod
Oc1ccccc1-c1cc(C(F)(F)C(F)F)[nH]n1 | ? | 0.9% | 12% | 19%[46.1 µM] | 0% | 29%[38.3 µM] | ?
COc1cc(NC(=O)c2cc(OC)c(OC)c(OC)c2)c(OC)cc1NC(=O)CN1CCCCC1 | 0% | 0.9% | -3% | -1%[46.1 µM] | 0% | 30%[38.3 µM] | -13%
CCOc1ccccc1NC(=O)c1ccc(S(=O)(=O)N2CCOCC2)cc1 | 6% | -0.9% | 2% | -17%[46.1 µM] | 11% | 4%[38.3 µM] | 9%
COc1ccccc1CNC(=O)C(NC(=O)c1ccc(C)cc1)C(C)C (stereo not drawn) | -11% | 0.6% | 1% | 2% | 12% | 3% | .
Cc1cc(NC(=O)CO/N=C/c2ccc3c(c2)OCO3)ccc1Br | 7% | 5.6% | 4% | -3% | -2% | 0% | ?
COc1ccc(CN(C)Cc2nc3cc(OC)c(OC)cc3c(=O)[nH]2)c(OC)c1 | 7% | 1.1% | 2% | 7% | -2% | -1% | -3%[46 µM]
CCn1c(SCC(=O)NC(=O)NCc2ccco2)nc2sc(C)c(C)c2c1=O | ? | 0.1% | -25% | -2%[46.1 µM] | -6% | 8%[38.3 µM] | ?
Cc1ccc2cccc(Oc3cnccn3)c2n1 | -1% | -0.4% | 2% | -3%[46.1 µM] | -3% | -1%[38.3 µM] | -2%
Cc1ccc(NC(=O)Cc2cn3ccsc3n2)nc1 | ? | 0.0% | -2% | -5%[46.1 µM] | 3% | 11%[38.3 µM] | -3%
Cc1cccc(CCNS(=O)(=O)c2cnc[nH]2)c1 | -14% | 2.4% | -1% | ? | 0% | 11%[38.3 µM] | 0%
CC(C)(C)SCCNC(=O)CN(c1ccccc1)S(=O)(=O)c1ccccc1 | 14%[9.22 µM] | 0.9% | 5% | 3% | 2% | 4% | 14%[46 µM]
COc1ccc(CCNC(=O)CCSc2nc(-c3ccco3)cc(C(F)(F)F)n2)cc1OC | ? | -2.1% | 9% | -23%[46.1 µM] | 1% | 23%[38.3 µM] | ?
NC(=O)c1ccc(-n2nnnc2Oc2ccc(Br)cc2)cc1 | 6% | 0.0% | 55% | -3% | -5% | 0% | 1%[9.22 µM]
O=C(O)CCC/C=C\C[C@@H]1[C@@H](/C=C/[C@@H](O)COc2cccc(Cl)c2)[C@H](O)C[C@@H]1O | -15%&-13% | 0.7%&1.1%&-1.1%&1.1% | 12%&5%&7%&-12%&2% | 0% | 1%[39.9 µM] | 1%&0%&13%&2% | -1%
CCCN1C(=O)/C(=C\c2nc3ccccc3c(=O)[nH]2)c2ccccc21 | -19%[9.22 µM] | 1.1% | -8% | 19% | 1% | 35%[activator] | 14%[46 µM]
Cc1cc(C)c2c(n1)nn1c(NCCCn3ccnc3)cc(C)nc21 | 4% | 1.0% | -6% | -7%[46.1 µM] | -2% | 14%[38.3 µM] | -8%
NC(=S)Nc1ccc2c(c1)OCO2 | 13% | -0.2% | 9% | 3% | -3% | -7% | .
C[C@@H](O)C1NC(=O)[C@H](CCCCN)NC(=O)c2cc([N+](=O)[O-])cc(F)c2NCCCC[C@@H](C(N)=O)NC1=O (stereo partly drawn) | 0% | 2.7% | 4%[2.36 µM] | 9% | -1% | -10% | 1%
C=CCNC(=O)c1ccccc1NC(=O)COc1ccc(OC)cc1 | 14% | -0.7% | -8% | 1% | -1% | 5% | .
Cc1cc(C)nc(SCCC(=O)Nc2ccccc2Cl)n1 | 12%[9.22 µM] | 3.8% | 8% | 5% | 1% | 2% | .
CC(C)C(c1nnnn1Cc1ccc2c(c1)OCO2)N1CCN(C)CC1 (stereo not drawn) | -6% | 0.1% | -4% | 7%[46.1 µM] | 0% | 4% | -7%
CCCCOc1ccc(/C(N)=N/O)cc1 | 1% | -1.0% | 6% | 8%[46.1 µM] | 2% | 8%[38.3 µM] | -12%
CSc1ccccc1NC(=O)CN(C)CC(=O)Nc1ccc(Cl)cc1[N+](=O)[O-] | -8% | -1.1% | -14% | -9% | 2% | 6% | 11%[46 µM]
O=C(/C=C\Nc1ccccn1)c1ccccc1 | -6% | 0.0% | -4% | 5%[46.1 µM] | ? | 13%[38.3 µM] | 9%
O=C(Cn1cnc2ccccc2c1=O)Nc1ccc2c(c1)CCC2 | -26% | -1.0% | 9% | -6%[46.1 µM] | 0% | 3%[38.3 µM] | -5%
Cc1nnc(NN)n(N)c1=O | -11%[9.22 µM] | 0.5% | 1% | -9% | . | . | .
COc1cccc(NC(=O)Cc2ccccc2)c1 | -15% | 0.0% | 11% | -8%[46.1 µM] | 12% | -11%[38.3 µM] | 2%
Cc1ccnc(NS(=O)(=O)c2ccc(NC(=O)C3CCCNC3=O)cc2)n1 (stereo not drawn) | -13% | 3.8% | 7% | 0%[46.1 µM] | -4% | -3%[38.3 µM] | 8%
O=C(NCc1cccnc1)Nc1ccccc1F | 1% | 0.2% | 4% | 6%[46.1 µM] | 2% | 4% | -7%
CCOc1ccccc1CNC(=O)CCCc1cn(C)c2ccccc12 | -12% | 3.0% | -2%[2.36 µM] | -24% | 0% | 20% | 3%
O=C(c1ccccc1NS(=O)(=O)c1ccccc1[N+](=O)[O-])N1CCOCC1 | 14% | -1.0% | -4% | 15% | -2% | 7% | -4%
COc1ccc(-c2ccc(-c3noc(-c4cccc(OC)c4)n3)c(OC)n2)cc1 | 3% | -1.7% | 8% | -5%[46.1 µM] | 0% | ? | ?
Nc1nc(=S)n(-c2ccccc2)[nH]1 | -11% | 0.0% | 11% | 23% | 0% | -5% | .
O=C(O)CCc1cccnc1 | -8%[9.22 µM] | 1.1% | 0% | 25% | . | . | .
CCOc1ccccc1NC(=S)N1CCC(NC(=O)c2ccco2)CC1 | 31%[9.22 µM] | 3.8% | 5% | -9% | 3% | 3% | 1%[46 µM]
COc1ccc(N2CCN(C(=S)Nc3ccc(S(N)(=O)=O)cc3)CC2)cc1 | 15%[9.22 µM] | -5.0% | -3% | -13% | 5% | 4% | ?
Cc1ccc(C(C#N)c2ccc3c(C(F)(F)F)cc(C(F)(F)F)nc3n2)cc1 (stereo not drawn) | ? | -0.1% | ? | -12%[46.1 µM] | -11% | 11%[38.3 µM] | ?
CCOc1cc(NC(=S)Nc2ccccc2OC)c(OCC)cc1NC(=O)c1ccccc1C | 3% | -2.7% | ? | ? | 5% | 2%[38.3 µM] | -1%[0.0737 µM]
CCOc1ccc2nc(Cl)c(C3CC(c4ccccc4)=NN3C(=O)c3ccco3)cc2c1 (stereo not drawn) | 18% | -0.3% | 15% | 8% | -4% | -5% | -10%
CC(=O)Nc1ccc(NC(=O)COc2ccccc2C(=O)Nc2cccc(Cl)c2Cl)cc1 | -8% | -1.9% | 1% | -1% | -1% | -5% | ?
COC(=O)c1ccc(/C=N/Nc2nc3ccccc3[nH]2)cc1 | -3% | -1.5% | 13% | -19% | -11% | 3% | -16%[46 µM]
CCOC(=O)c1[nH]c(C)c(C(=O)OC(C)C(=O)Nc2ncc(Cl)cc2Cl)c1C (stereo not drawn) | 3% | 1.2% | 4% | -11%[46.1 µM] | -1% | -1%[38.3 µM] | 19%
CCC(C)[C@H](N)c1nnc(SCC(=O)c2ccc(Cl)cc2)o1 (stereo partly drawn) | -10% | -0.4% | -13% | 7%[46.1 µM] | -1% | 0%[38.3 µM] | -5%
O=C1C2C3C=CC(C3)C2C(=O)N1c1ccccc1OS(=O)(=O)c1ccccc1 (stereo not drawn) | -6% | -0.9% | -1% | 11% | -1% | 4% | -1%
Cc1cccc(-n2c(O)c(C=NCCCN3CCOCC3)c3ccccc3c2=O)c1 | -10% | -1.0% | -3% | 4%[46.1 µM] | -4% | 31%[activator][38.3 µM] | ?
O=C(CSc1ccc(-c2cccc([N+](=O)[O-])c2)nn1)N1CCCCCC1 | -6% | -0.1% | -16% | -18% | 6% | 23% | .
CCOc1ncccc1C(=O)OCc1nnc(-c2ccccc2)o1 | -19% | -1.6% | 7% | -8%[46.1 µM] | -3% | -8%[38.3 µM] | -6%
Clc1ccccc1-c1nnc(-c2ccc3c(c2)OCO3)o1 | -11% | -1.5% | 0% | -5% | ? | -2% | .

The last three records of the section before open the next one:
SMILES | HTT aggregate | Epigenetic reg | CBFb-RUNX1 inh | NPSR antagonist | KinaseGlo FLuc | IMPase Li inh | LMNA splice mod
O=C(CSc1ccc(-c2cccc([N+](=O)[O-])c2)nn1)N1CCCCCC1 | -6% | -0.1% | -16% | -18% | 6% | 23% | .
CCOc1ncccc1C(=O)OCc1nnc(-c2ccccc2)o1 | -19% | -1.6% | 7% | -8%[46.1 µM] | -3% | -8%[38.3 µM] | -6%
Clc1ccccc1-c1nnc(-c2ccc3c(c2)OCO3)o1 | -11% | -1.5% | 0% | -5% | ? | -2% | .
CC1(C)C(=O)OC(c2c(F)c(F)c(F)c(F)c2F)C2(CCCCC2)C1=O (stereo not drawn) | -6% | -1.1% | 1% | ? | 3% | 21%[38.3 µM] | 4%
NC(=O)NOCc1ccccc1F | 13% | -2.9% | 4% | -22% | 6% | 7% | .
CCCCNC(=O)c1ccc(/C=C2\Oc3ccccc3N(C)C2=O)cc1 | 3% | 1.1% | 8% | -22% | 0% | -6% | 15%[46 µM]
COc1ccc(C(=O)CSc2ccc(-c3ccccc3)nn2)cc1 | -16% | -1.0% | -13% | -7% | 6% | 23% | ?
Cc1ccc(C(=O)OCCN2CCN(c3ncc(C(F)(F)F)cc3Cl)CC2)cc1 | -8% | -1.0% | 3% | -8%[46.1 µM] | -1% | 14%[38.3 µM] | 6%
CCC12CN(S(=O)(=O)c3ccc(C)cc3)CC(CC)(CN(S(=O)(=O)c3ccc(C)cc3)C1)C2=O | 7% | 0.9% | 2% | -13%[46.1 µM] | -5% | 22%[38.3 µM] | 9%
CN(C)C(=O)C(=O)c1cccn1-c1cccc(Cl)c1C#N | 9%[9.22 µM] | -1.2% | 8% | 2% | . | -5% | .
